Screens from PubChem.
CatS block – blocks human cathepsin S protease activity; recombinant cathepsin S, AMC dipeptide fluorescence, pooled mixtures; inhibition, %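 (tested at 5 µM per compound within 10-compound mixtures)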; 62,000 compounds, 0.06% hits; AID 501; in the data active = inhibition above about 32%, passing the limit was not always enough; inconclusive = no clear call, values can overlap the other calls;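 also: 0% = enzyme without compound and 100% = blank without enzyme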
CatL block – blocks human cathepsin L protease activity. P07711. purified cathepsin L, fluorogenic substrate, fluorescence. inhibition, %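 (tested at 10 µM)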. 58,000 compounds, 0.17% hits. AID 460; in the data active = inhibition above about 45%;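 also: 0% = enzyme with no compound and 100% = no enzyme blank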
C1s block – human complement C1s inhibition; P09871; purified C1s, fluorogenic AMC substrate, pooled mixtures; mean inhibition % of two 10-compound mixtures (stronger effect = higher value), % at 5 µM (by protocol); 62,000 compounds, 0.16% hits; AID 538;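 active = inhibition above 20% in each of the two 10-compound mixture wells holding the compound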;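 also: 0% = enzyme wells lacking compound mixture and 100% = no-enzyme blank wells; some compounds called inactive have numbers as strong as hits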
Target sequence (P09871 16-437 limits assumed): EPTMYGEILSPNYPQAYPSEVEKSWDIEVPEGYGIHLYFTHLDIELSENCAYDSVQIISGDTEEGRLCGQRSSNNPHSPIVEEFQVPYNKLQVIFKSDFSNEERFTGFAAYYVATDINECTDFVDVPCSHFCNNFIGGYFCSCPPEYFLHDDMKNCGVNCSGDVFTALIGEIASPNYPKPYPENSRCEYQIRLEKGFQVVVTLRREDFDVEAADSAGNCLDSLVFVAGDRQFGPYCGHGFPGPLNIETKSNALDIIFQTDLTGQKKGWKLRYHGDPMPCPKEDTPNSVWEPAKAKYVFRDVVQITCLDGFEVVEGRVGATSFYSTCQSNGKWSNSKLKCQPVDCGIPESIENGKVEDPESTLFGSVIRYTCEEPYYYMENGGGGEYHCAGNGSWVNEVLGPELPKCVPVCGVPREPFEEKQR
Target sequence (P09871 438-688 limits assumed): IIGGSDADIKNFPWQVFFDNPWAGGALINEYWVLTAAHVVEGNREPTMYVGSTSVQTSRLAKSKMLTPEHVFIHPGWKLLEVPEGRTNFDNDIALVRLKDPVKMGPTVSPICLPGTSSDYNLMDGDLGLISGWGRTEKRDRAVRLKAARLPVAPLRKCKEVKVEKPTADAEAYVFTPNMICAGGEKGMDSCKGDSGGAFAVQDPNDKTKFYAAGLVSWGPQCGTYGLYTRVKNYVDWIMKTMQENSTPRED
FXIIa mix inh – blocks human factor XIIa in pooled compound mixtures. P00748. AID 684. 62,000 compounds, 0.2% hits. purified FXIIa, fluorogenic substrate. inhibition, % at 5 µM;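 also: 0% = enzyme without compound and 100% = no enzyme blank; some results filed as inactive read as strong as hits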
CatB mix inh – human cathepsin B inhibition by mixtures; P07858; Purified cathepsin B, AMC dipeptide fluorescence, compound mixtures; inhibition, %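 (ten-compound pools at 5 µM per compound and 50 µM total)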; 62,000 compounds, 0.06% hits; in the data active = inhibition above about 22%, passing the limit was not always enough; inconclusive = no clear call, values can overlap the other calls;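 also: 0% = enzyme without compound and 100% = no enzyme blank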
CatG inh – cathepsin G (human) inhibition. P08311. purified enzyme, AMC-tetrapeptide fluorescence, pooled mixtures. inhibition, % at 5 µM (by protocol). 62,000 compounds, 0.2% hits. AID 581;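 active = inhibition above 20% in each of the two mixture wells holding the compound; inactive = inhibition of 20% or less in either well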;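 also: 0% = enzyme control without mixture and 100% = blank lacking enzyme; strong numbers were not always called active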
Target sequence (P08311 21-244 limits assumed): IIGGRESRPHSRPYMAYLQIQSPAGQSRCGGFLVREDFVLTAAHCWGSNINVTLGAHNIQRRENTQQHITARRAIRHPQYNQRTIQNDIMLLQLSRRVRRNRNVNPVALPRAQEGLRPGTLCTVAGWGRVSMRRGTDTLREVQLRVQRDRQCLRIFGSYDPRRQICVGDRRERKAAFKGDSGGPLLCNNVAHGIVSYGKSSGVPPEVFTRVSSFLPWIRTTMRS
AP ELISA ortho – orthogonal test for alternative complement pathway inhibitors; Human serum alternative complement pathway, LPS-coated ELISA, C3 deposition; tested in compound mixtures; inhibition, % at 5 µM; 62,000 compounds, 0.08% hits;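 active = inhibition above 30% in each of the two pooled mixtures holding the compound, so the lower value exceeds 30%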;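 also: 0% = serum in Mg-EGTA without compound and 100% = EDTA serum blank; some compounds past the cut are filed as inactive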
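Assay system: human serum alternative complement pathway, C3 deposition on LPS-coated wells; Dosing: 5 µM per compound in ten-compound mixtures; Detection: Anti-C3 ELISA, OD 450 nm; Buffer or medium: Mg2+-EGTA GVB++ buffer containing human serum at 1:15 dilution; Timing: 1 h at 37 °C; Replication: two different pools per compound.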
CatB block – inhibitors of human cathepsin B; AID 453; 63,000 compounds, 0.1% hits; inhibition, %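 (tested at 10 µM)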; purified cathepsin B, fluorogenic substrate, fluorescence; in the data active = inhibition above about 21%;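 also: 0% = enzyme with no compound and 100% = no enzyme blank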
FXIa mix inh – inhibitors of human coagulation factor XIa, pooled mixtures. 62,000 compounds, 0.19% hits. inhibition, % at 5 µM. purified FXIa, fluorogenic substrate. P03951;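 also: each value is inhibition by a whole ten-compound pool holding the compound; 0% = enzyme with no mixture and 100% = wells lacking enzyme; strong numbers were not always called active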
Numbers without * were called inactive; ? = inconclusive; nt = no result given. Rule as the data show it, unless noted: active = inhibition above about 20% (passing the limit was not always enough); inactive = the rest.

SMILES	CatS block	CatL block	C1s block	FXIIa mix inh	CatB mix inh	CatG inh	AP ELISA ortho	CatB block	FXIa mix inh
CC(=O)OC(C(=O)NC1CCCCC1)c1ccccc1 (centres undefined)	-3.6	0.4	-5.1	5.8	-4.7	-0.8	25.2	-2.9	6.3
O=C(COc1ccc2c(c1)OCO2)Nc1ccc2c(c1)oc1ccccc12	6.4	21.3	4.1	1.5	2.3	4.9	3.8	0.2	1.3
CCCCCCOC(=O)C(C#N)c1nc2ccccc2nc1N1CCN(C)CC1 (centres undefined)	2.8	3.1	4.1	12.0	6.7	10.1	3.7	4.7	1.2
COc1cc(OC)c(C2N(C)c3ccccc3N2C)cc1OC	-1.9	7.6	-6.0	2.0	2.8	-7.9	4.4	2.2	1.0
COc1ccc(N2CCN(c3oc(COc4ccccc4)nc3C#N)CC2)cc1	-18.4	9.5	-42.1	11.7	-11.3	-15.8	14.4	-1.9	-31.9
O=C(Nc1ccc(Oc2ccc(S(=O)(=O)N3CCOCC3)cn2)cc1)c1ccco1	0.7	-7.8	8.5	-20.0	1.4	10.1	1.1	-2.6	3.0
Cc1nc(S(=O)(=O)N2CCOCC2)c(C#N)c(C)c1Cl	-7.5	5.0	-0.2	11.2	3.4	10.7	8.0	-3.0	3.1
Cc1ccc(C)c2[nH]c(=O)c(CN(Cc3ccc4c(c3)OCO4)Cc3nnnn3Cc3ccco3)cc12	-3.3	3.9	-9.7	0.8	-0.8	19.0	22.4	-0.5	-6.2
Cn1c(=O)c2c(nc(CN3CCN(C(=O)c4ccco4)CC3)n2CCCc2ccccc2)n(C)c1=O	0.8	-8.0	14.7	7.1	4.1	11.8	13.6	-3.0	8.4
COc1ccc(C(=O)N2CCSC2=S)cc1OC	5.9	2.5	14.2	2.2	2.1	3.1	3.1	3.2	6.3
O=C(Cn1ccsc1=NC(=O)c1ccco1)c1ccccc1	1.8	5.5	2.7	2.5	-0.2	11.0	-0.6	-0.3	1.4
O=C(COC(=O)C1c2ccccc2Oc2ccccc21)Nc1ccc2c(c1)OCO2	-5.4	-4.3	2.1	4.4	5.0	0.3	21.1	-4.7	8.8
COC(=O)c1c(NC(=O)CSc2nncs2)sc2c1CCCCC2	4.5	16.3	-10.1	2.2	-0.7	-0.3	5.4	-2.5	4.4
Cc1ccc(C)c(N2C(=O)CC(N3CCN(Cc4ccc5c(c4)OCO5)CC3)C2=O)c1 (centres undefined)	6.5	-0.4	12.1	-1.3	2.9	9.8	8.9	1.6	4.7
O=c1c2ccccc2[nH]c(=S)n1CCCN1CCN(C2CCCCC2)CC1	-1.2	-1.8	-13.1	3.6	-1.3	-10.3	-12.3	1.6	-0.3
O=C(Cn1c(CO)nc2ccccc21)Nc1cc(C(F)(F)F)ccc1N1CCOCC1	3.8	3.6	-5.0	1.9	4.5	9.2	7.2	3.1	6.8
CCOC(=O)c1c(-c2ccc(C)o2)csc1NC(=O)CSc1nnnn1-c1ccccc1	11.9	19.8	-43.2	3.0	4.2	-4.0	-0.9	6.7	-0.3
Cc1cc(O)c(NC(=O)c2ccco2)cc1C	23.0	5.9	5.7	0.8	5.2	6.1	-3.5	-2.9	9.3
Cc1cc(NC(=O)CSc2nc3ccccc3c(=O)n2C2CCCC2)no1	5.8	22.4	-33.3	-1.4	-2.6	-1.1	2.6	1.6	-13.4
CC(=O)NCC(=O)N(Cc1ccco1)C1(C(=O)NC2CCCCC2)CCCCC1	12.7	-1.0	6.5	3.3	6.1	9.9	8.3	-0.6	4.1
Cc1c(NC2=C(Cl)C(=O)N(c3ccccc3)C2=O)c(=O)n(-c2ccccc2)n1C	-1.2	-3.6	7.6	6.9	0.2	3.5	14.3	2.5	8.9
CCN(CCO)Cc1cn[nH]c1-c1ccc(C)c(C)c1	8.5	17.8	-22.3	5.2	5.1	2.4	6.0	5.6	-3.3
CCn1cc(Br)c(C(=O)N(C)Cc2ccccc2)n1	-2.1	6.6	12.7	-1.2	2.0	7.6	3.4	3.5	1.4
Cc1c(Cl)cccc1NC(=O)CSCC(N)=O	-2.1	nt	3.3	1.9	4.5	0.8	14.8	-2.5	10.4
CCC(c1nnc(SCC(=O)Nc2nnc(-c3ccccc3)o2)n1Cc1ccccc1)N(C)C (centres undefined)	-0.8	9.7	3.8	7.7	-0.7	0.3	-0.8	-0.5	4.4
SMILES	CatS block	CatL block	C1s block	FXIIa mix inh	CatB mix inh	CatG inh	AP ELISA ortho	CatB block	FXIa mix inh
COc1ccc(-c2cc(C(F)(F)F)n3ncc(C(=O)NCC4CCCO4)c3n2)cc1OC (centres undefined)	4.2	-7.5	-1.4	2.5	5.4	0.9	18.9	-2.8	7.2
COCc1nc2ccccc2n1CCOc1ccccc1OC	-4.3	1.1	-39.9	-14.3	-1.9	5.3	-3.0	7.1	-5.1
O=C(CCN1CCN(CCO)CC1)Nc1ccc(OCc2ccccc2)cc1	7.3	-0.3	3.2	0.6	1.7	-0.2	-1.0	6.4	4.9
CC(=O)c1cccc(-n2nnnc2SCC(=O)Nc2ccccc2N2CCCCC2)c1	-2.9	-7.9	12.1	-0.8	1.2	13.5	22.7	5.2	8.4
COc1ccc(CCNc2oc(COc3ccc(Br)cc3)nc2C#N)cc1OC	-7.8	8.4	4.0	-17.1	-2.5	4.9	16.2	4.2	9.1
CCCCCC(=O)N1CCN(CCN=CC2=C(O)CC(c3ccc(OC)cc3)CC2=O)CC1 (centres undefined)	8.8	14.8	15.1	21.7	4.4	13.9	11.7	5.0	1.1
COC(=O)c1cc(NC(=O)CCc2c(C)nc3ncnn3c2C)cc(C(=O)OC)c1	8.7	-1.6	-17.9	11.2	-3.8	-4.2	20.2	-3.9	5.7
CCCC(=O)NCCCc1nc2ccccc2[nH]1	-2.3	nt	-5.6	2.3	-0.2	5.0	19.3	4.7	5.9
Cc1ccc(CN2CCN(C(=O)CCN3C(=O)c4ccccc4C3=O)CC2)cc1	2.9	9.9	2.9	-9.8	1.8	8.1	6.8	12.8	-0.2
Cc1ccc(C(=O)NC2CCS(=O)(=O)C2)cc1S(=O)(=O)N1CCCCC1 (centres undefined)	20.0	-11.3	4.2	-1.1	-6.0	10.2	14.9	0.5	-0.8
CCOC(=O)CSc1nc2c(c(=O)n(C)c(=O)n2C)n1Cc1ccccc1F	2.3	nt	1.4	-3.4	-0.9	1.1	6.8	-2.1	-1.1
CCC1CCCCN1S(=O)(=O)c1ccc(S(=O)(=O)N(Cc2cccs2)C2CC2)cc1 (centres undefined)	2.3	14.4	3.9	-3.4	7.0	8.0	8.6	4.1	9.1
COc1ccc(N2C(=O)CC(N3CCN(c4nc5ccccc5s4)CC3)C2=O)cc1 (centres undefined)	-3.0	-6.6	12.3	0.4	8.8	7.9	13.8	1.8	6.2
COc1cc(S(=O)(=O)N2CCN3CCCC3C2)ccc1-n1cnnn1 (centres undefined)	-1.2	-19.1	11.6	9.5	5.7	10.8	-3.4	-1.4	7.4
Cc1nnc2n(CCc3ccccc3)c(=O)c3c4c(sc3n12)CCCC4	-1.7	4.8	9.6	-13.5	5.0	11.2	12.7	4.8	-1.7
CCOc1ccc(C(=O)NCc2cccnc2)cc1	8.1	9.5	-46.6	-1.2	-7.9	1.0	5.1	1.1	-8.4
Cn1cnnc1SCC(=O)Nc1ccc2nc(SCc3ccccc3)sc2c1	0.3	-2.8	1.4	-14.1	-3.0	-0.3	1.4	-3.8	6.0
CCOc1ccc2[nH]c(=O)c(CN(Cc3ccccc3)C(=O)N3CCCC3)cc2c1	2.4	-13.1	2.1	-20.3	7.6	3.7	25.3	-1.9	4.8
CCOC(=O)c1cc(C(C)=O)c(=O)n(C)c1N	-1.2	-8.5	1.9	-0.8	0.2	7.4	12.9	1.6	7.2
CCN(CC)C(c1ccc(C)cc1)c1nnnn1C1CCCCC1 (centres undefined)	-8.9	nt	-20.2	1.3	-1.5	0.4	10.3	5.8	-10.2
CCN(Cc1cc2ccccc2[nH]c1=O)C(=O)C(C)C	5.6	29.3	0.6	8.0	0.3	1.5	-1.0	10.3	7.4
CC1CCN(CCCNC(=O)COc2cc(=O)n(C)c3ccccc23)CC1	-3.9	-8.6	-1.9	7.6	-3.2	-2.0	8.6	-5.2	3.7
CCCCn1c2nc3ccccc3nc2c2c(=O)n(CCC(C)C)cnc21	-10.1	nt	9.8	4.5	4.4	9.0	6.7	3.8	4.5
O=C1C(=O)N(CCCn2ccnc2)C(c2cccnc2)/C1=C(/O)c1ccc(Cl)cc1 (centres undefined)	2.9	8.2	19.4	3.8	2.3	8.1	11.0	2.2	2.9
Cc1cc(C)n(-c2nc3ccccc3c(=O)n2OCc2ccc(F)cc2)n1	8.2	0.0	-21.4	-18.2	3.8	-4.9	-9.9	4.9	3.1
SMILES	CatS block	CatL block	C1s block	FXIIa mix inh	CatB mix inh	CatG inh	AP ELISA ortho	CatB block	FXIa mix inh
O=C(Cn1c(=O)sc2ccccc21)N1CCOCC1	-5.1	nt	15.2	1.0	3.6	11.4	16.7	0.8	5.8
CC(C)OC(=O)Nc1ccc(Oc2c(F)c(F)c(F)c(F)c2F)cc1	1.8	-12.3	-2.8	-18.4	-3.2	-1.8	-9.3	-0.8	8.0
CCOC(=O)c1c(NC(=O)c2ccco2)sc2c1CCCC2	5.9	-39.2	1.1	-0.2	3.6	12.0	4.5	-3.4	0.1
CCCCn1c(N)c(N(CCC(C)C)C(=O)CSc2nnc(C)s2)c(=O)[nH]c1=O	15.0	7.0	11.9	10.1	6.2	9.2	1.8	5.0	4.0
Cn1c(=O)[nH]c(=O)c2c1nc(Br)n2CCCSc1nc2ccccc2o1	4.9	8.0	1.1	8.5	-10.2	7.1	-3.1	3.2	-1.5
CS/C(=N\S(=O)(=O)c1cccs1)Nc1ccc(N2CCOCC2)cc1	-3.5	-8.8	21.9	-0.8	4.7	11.3	10.3	1.2	10.1
COc1ccccc1-n1cnc(N)c1C(=O)c1ccccc1	?	15.3	4.8	8.3	-2.4	8.2	-1.7	3.6	-0.6
CC1(C)NC(=O)N(CCOc2cccc(Oc3ccccc3)c2)C1=O	-1.4	0.6	7.7	3.0	6.1	7.6	10.2	4.9	2.1
Cc1ccc(C)c(NC(=O)C2CC(=O)N(C(C)C)C2)c1 (centres undefined)	3.6	27.4	2.4	-0.8	-1.8	11.4	-5.9	2.3	-2.2
COc1ccc(C2c3c(oc4ccccc4c3=O)C(=O)N2Cc2ccncc2)cc1OC (centres undefined)	0.8	7.9	13.4	6.4	4.0	-2.8	8.5	3.7	2.6
COc1ccc(C(C)=O)cc1COC(=O)c1cnc(C)cn1	-10.2	0.1	-1.6	-4.9	2.2	3.0	3.6	7.5	2.2
CC(C)(C)OC(=O)N1CC=C2C(C#N)=C(N)C(C#N)(C#N)[C@H](c3cccnc3)[C@H]2C1	-6.9	3.6	-5.0	11.3	-1.9	20.2	-3.5	-4.1	6.1
CCN1c2ccccc2-c2nc3ccccc3n2C1c1ccncc1 (centres undefined)	0.4	8.4	-30.1	1.6	0.6	4.5	2.3	0.5	4.5
C=CCOC(=O)C1CC=CCC1C(=O)Oc1ccc(F)cc1F (centres undefined)	-2.6	nt	-15.0	30.6	-3.4	6.1	13.0	4.9	-3.6

Sorted by count of non-hydrogen atoms (rising): part of the list above
SMILES	CatS block	CatL block	C1s block	FXIIa mix inh	CatB mix inh	CatG inh	AP ELISA ortho	CatB block	FXIa mix inh
Cc1ccc(C)c(NC(=O)C2CC(=O)N(C(C)C)C2)c1 (centres undefined)	3.6	27.4	2.4	-0.8	-1.8	11.4	-5.9	2.3	-2.2
CCOC(=O)c1c(NC(=O)c2ccco2)sc2c1CCCC2	5.9	-39.2	1.1	-0.2	3.6	12.0	4.5	-3.4	0.1
CC1(C)NC(=O)N(CCOc2cccc(Oc3ccccc3)c2)C1=O	-1.4	0.6	7.7	3.0	6.1	7.6	10.2	4.9	2.1

An excerpt, so the mix of outcomes need not match the whole.
